Screening data as filed in PubChem.
JMJD2C inh: blocks human GASC-1 demethylase activity; Q9H3R0; GST-JMJD2C(1-420) H3K9me3 demethylation, DELFIA europium; inhibition, % at 2.35 µM; 0.069% of 330,000 active;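 active = more than half of a compound's replicate wells show inhibition beyond 50%, single wells judged on their own value; inconclusive = some, but no more than half, of replicates pass 50% inhibition; inactive = no replicate passes 50% inhibition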;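 note: signal counts dimethyl H3K9 product captured on neutravidin plate; 0% = median of DMSO wells and 100% = 0.3 times that DMSO median; strong numbers were not always called active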
Yeast superoxide: lowers age-related superoxide in aged yeast cells; S. cerevisiae aged cells, superoxide DHE fluorescence; hits give low values; superoxide response (% of plate mean), % at 10 µM; 0.18% of 330,000 active;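 active = superoxide response under a set limit, about three screen SD below normal, cut at about 65% in these data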;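 note: yeast aged for seven days with compound at 30 °C before DHE staining; 100% = average MFI of all compound-treated wells on the plate with controls excluded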
TPT1 inhibitor: blocks Candida albicans tRNA 2'-phosphotransferase; AID 1962; inhibition, % at 5 µM; recombinant caTPT1, FP RNA substrate dephosphorylation; 0.81% of 300,000 active;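 active = inhibition above the mean of all tested compounds plus 3 SD, set per screening campaign, cut at about 24% in these data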;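 note: plate controls were DMSO alone for no effect and ferristatin control at 100 nM for full effect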
EBNA-1 inhibitor: blocks EBNA-1 binding to DNA | inhibition, % at 14.8 µM | EBNA-1 DNA binding, fluorescence polarization | 0.34% of 300,000 active; in the data active = inhibition above about 28%
PP5 primary: blocks human protein phosphatase 5 activity; P53041; purified PP5c, OMFP substrate fluorescence; inhibition, % at 6.7 µM; 0.18% of 320,000 active;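 active = inhibition above the campaign's mean inhibition across all tested compounds plus 3 SD, cut at about 9.5% in these data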;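 note: 0% = DMSO only and 100% = 100 µM cantharidin control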
Target sequence (P53041 whole entry, looked up): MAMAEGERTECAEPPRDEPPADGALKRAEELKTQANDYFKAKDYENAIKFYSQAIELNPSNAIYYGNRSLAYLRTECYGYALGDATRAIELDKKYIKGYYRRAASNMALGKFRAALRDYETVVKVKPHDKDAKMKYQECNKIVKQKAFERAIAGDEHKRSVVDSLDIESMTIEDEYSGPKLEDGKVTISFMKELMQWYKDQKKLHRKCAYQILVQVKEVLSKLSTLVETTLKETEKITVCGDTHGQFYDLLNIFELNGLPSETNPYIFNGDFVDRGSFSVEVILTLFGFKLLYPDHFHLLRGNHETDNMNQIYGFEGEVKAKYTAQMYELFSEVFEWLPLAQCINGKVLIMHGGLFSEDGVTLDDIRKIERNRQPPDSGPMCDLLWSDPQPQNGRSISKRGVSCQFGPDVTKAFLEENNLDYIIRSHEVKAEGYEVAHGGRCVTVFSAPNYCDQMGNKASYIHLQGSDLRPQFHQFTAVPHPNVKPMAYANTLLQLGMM
PP1 counter: blocks human PP1-alpha phosphatase, a PP5 counter-screen | P62136 | purified PP1alpha, OMFP fluorescence | inhibition, % at 6.7 µM | 0.9% of 320,000 active | AID 2235;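 active = inhibition above the mean inhibition of all tested compounds plus 3 SD, computed separately for each screening campaign, cut at about 15% in these data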
Target sequence (P62136 whole entry, looked up): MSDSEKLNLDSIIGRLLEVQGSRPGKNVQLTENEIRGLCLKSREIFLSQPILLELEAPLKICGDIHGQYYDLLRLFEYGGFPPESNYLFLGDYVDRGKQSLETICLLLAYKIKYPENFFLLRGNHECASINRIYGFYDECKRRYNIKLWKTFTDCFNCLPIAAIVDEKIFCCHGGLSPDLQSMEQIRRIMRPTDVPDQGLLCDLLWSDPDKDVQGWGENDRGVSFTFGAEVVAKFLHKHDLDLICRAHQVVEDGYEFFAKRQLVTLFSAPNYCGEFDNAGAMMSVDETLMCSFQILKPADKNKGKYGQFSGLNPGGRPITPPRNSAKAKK
ZTA counter: counter-screen for EBNA-1 inhibitors: inhibitors of Epstein-Barr virus ZTA. ZTA-DNA binding, fluorescence polarization. inhibition, % at 11 µM. 0.15% of 320,000 active. AID 2234; in the data active = inhibition above about 33%
Target sequence (P03206 whole entry, looked up): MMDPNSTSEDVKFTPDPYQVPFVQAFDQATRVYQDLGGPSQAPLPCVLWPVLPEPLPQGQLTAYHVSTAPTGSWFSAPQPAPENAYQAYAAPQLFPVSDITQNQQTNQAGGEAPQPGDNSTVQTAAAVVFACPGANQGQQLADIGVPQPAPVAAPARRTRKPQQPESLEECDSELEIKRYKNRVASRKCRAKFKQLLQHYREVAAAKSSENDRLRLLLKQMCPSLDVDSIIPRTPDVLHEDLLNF
Fh CTSL1 inh: counter-screen for PFM18AAP inhibitors: inhibitors of F. hepatica cathepsin L1 | recombinant F. hepatica cathepsin L1, Z-Leu-Arg-MCA fluorescence | inhibition, % at 5.96 µM | 0.49% of 300,000 active;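 active = inhibition above the mean of all tested compounds plus 3 SD, set per screening campaign, cut at about 17% in these data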;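 note: 0% = plate median of test compound wells and 100% = 1 µM Z-Phe-Ala-diazomethylketone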
core dimer inh: blocks dimerization of HCV core protein. TR-FRET GST/Flag-core106 dimerization, 1536-well. inhibition, % at 5 µM. 0.33% of 300,000 active. AID 1899;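 active = inhibition above the mean of all tested compounds plus 3 SD, set per screening campaign, cut at about 45% in these data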
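System – GST-tagged and Flag-tagged HCV core protein residues 1-106 · Repeats – one well for each compound · Technique – TR-FRET 671 and 617 nm emission · Doses – one concentration, 5 µM, in 0.5% DMSO · Times – 4 h, 22.5 °C incubation · Also added – Eu donor and XL665 acceptor anti-tag antibodies · Measure – percent inhibition of core106 dimerization signal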
* hit, by the source's call; ? = inconclusive; · = no result given; & = joins results of further samples.

cpd	Compound	JMJD2C inh	Yeast superoxide	TPT1 inhibitor	EBNA-1 inhibitor	PP5 primary	PP1 counter	ZTA counter	Fh CTSL1 inh	core dimer inh
1	COc1ccc(S(=O)(=O)NCCN2CCOCC2)c(C)c1C	1	95	-1	-5	-4.6	-2	3	4	2
2	COC(=O)c1cc(S(=O)(=O)N2CCCC(C)C2)c[nH]1 (configuration not stated)	6	123	-1	4	-0.9	-4	4	-2	11
3	O=C(NC(=S)Nc1cccc2cccnc12)c1cccs1	-8	84	-1	11	2.2	-2	1	0	8
4	COc1ccc(CN(CC2CCCO2)C(=O)c2cc3sccc3n2C)c(OC)c1 (configuration not stated)	2	94	4	-19	2.0	-5	4	-1	7
5	O=C(Nc1cccc(-c2nc3ncccc3o2)c1)c1ccco1	18	92	1	1	-1.6	0	11	4	-1
6	Cc1c(C(=O)N2CCN(c3ccc(F)cc3)CC2)sc2ncnc(N3CCN(c4ccccn4)CC3)c12	-7	103	-1	0	3.5	2	8	-3	19
7	COc1ccccc1C(=O)COC(=O)Cn1c(C)csc1=O	-4	98	3	0	-0.4	-4	-14	0	1
8	COc1ccc(NC(=O)CN(C)C(=O)c2cn(-c3ccccc3)nc2-c2cccnc2)cc1	2	90	-1	4	-2.3	-4	-9	1	-7
9	O=C(CN(C(=O)c1csnn1)c1cccc2c1CCCC2)NCc1ccc(F)cc1	9	104	0	-2	2.5	2	-5	0	2
10	O=C(O)c1[nH]c2ccccc2c1CC(=O)N1CCN(c2ccccc2)CC1	38	97	-6	6	0.8	-3	-2	4	0
11	CCOc1ccc(-c2cccc(NC(=O)COc3ccccc3)c2)nn1	-3	97	-4	-10	1.4	4	-12	-2	-2
12	CCOc1ccc2oc(C(=O)N(CCOC)c3c(N)n(CC(C)C)c(=O)[nH]c3=O)c(C)c2c1	6	78	·	·	-2.1	-2	-1	·	·
13	Cc1ccc(S(=O)(=O)NNC(=S)Nc2c(Cl)cccc2Cl)cc1	-9	87	-1	-6	2.4	-4	-6	1	4
14	Cc1ccc(NS(=O)(=O)c2ccc3c(c2)NC(=O)CO3)cc1Cl	7	93	3	5	0.5	2	19	1	8
15	CC(=O)Nc1ccc(N(C(=O)c2cnccn2)C(C(=O)NC2CCCCC2)c2ccc(F)cc2)cc1 (configuration not stated)	8	108	-4	1	-0.5	-2	-4	-2	-3
16	COc1ccc(/C=N/NC(=O)c2c(C)nc3ccccn23)cc1[N+](=O)[O-]	1	95	-2	-5	0.7	-6	-1	-1	4
17	O=C1c2ccc(Br)cc2C(=O)N1c1ccc(Cl)cn1	-11	94	-1	1	-4.1	1	-15	2	-14
18	COc1ccc(C)cc1NC(=O)CN1C(=O)CSc2ccc(S(=O)(=O)N3CCCC3)cc21	-1	86	3	-5	0.1	1	6	0	5
19	O=C(NC(=S)Nc1ccc2c(c1)OCCO2)c1cccc2ccccc12	8	117	-3	-15	7.0	-1	-6	11	2
20	Cc1csc(N/N=C/c2c(F)cccc2Cl)n1	-19	106	7	-12	2.4	0	-9	-3	10

A different layout for three compounds above.
7. COc1ccccc1C(=O)COC(=O)Cn1c(C)csc1=O
4. COc1ccc(CN(CC2CCCO2)C(=O)c2cc3sccc3n2C)c(OC)c1 (configuration not stated)
5. O=C(Nc1cccc(-c2nc3ncccc3o2)c1)c1ccco1
Screen / compound no.	7	4	5
JMJD2C inh	-4	2	18
Yeast superoxide	98	94	92
TPT1 inhibitor	3	4	1
EBNA-1 inhibitor	0	-19	1
PP5 primary	-0.4	2.0	-1.6
PP1 counter	-4	-5	0
ZTA counter	-14	4	11
Fh CTSL1 inh	0	-1	4
core dimer inh	1	7	-1

Ordered by molar mass (descending): some entries from above.
cpd	Compound	JMJD2C inh	Yeast superoxide	TPT1 inhibitor	EBNA-1 inhibitor	PP5 primary	PP1 counter	ZTA counter	Fh CTSL1 inh	core dimer inh
18	COc1ccc(C)cc1NC(=O)CN1C(=O)CSc2ccc(S(=O)(=O)N3CCCC3)cc21	-1	86	3	-5	0.1	1	6	0	5
17	O=C1c2ccc(Br)cc2C(=O)N1c1ccc(Cl)cn1	-11	94	-1	1	-4.1	1	-15	2	-14
7	COc1ccccc1C(=O)COC(=O)Cn1c(C)csc1=O	-4	98	3	0	-0.4	-4	-14	0	1

Continuation.
cpd	Compound	JMJD2C inh	Yeast superoxide	TPT1 inhibitor	EBNA-1 inhibitor	PP5 primary	PP1 counter	ZTA counter	Fh CTSL1 inh	core dimer inh
21	CNCC(=O)O	·	98	0	-4	-1.3	-2	-6	6	0
22	COc1ccc(-n2c(=O)cc(N3CCN(c4ccccc4F)CC3)[nH]c2=O)cc1	5	96	-1	4	-2.6	-5	1	3	-1
23	CCCOP(=O)(c1ccc(N(C)C)cc1)C(O)c1ccc(Br)cc1 (configuration not stated)	-5	83	-6	-4	2.1	10	-35	2	-2
24	O=C(COc1cc(Cl)ccc1Cl)Nc1nnc(CC(=O)N2CCOCC2)s1	8	107	1	8	-0.8	-2	4	1	0
25	CCOC(=O)c1[nH]c2ccccc2c1NC(=O)c1ccc(S(=O)(=O)N2CCCC2)cc1	4	75	-4	6	0.2	0	-1	3	5
26	O=C1CCC(C(=O)Nc2ccccc2N2CCCC2)=NN1	-4	75	-2	2	-0.8	12	4	4	14
27	CCn1c(SCC(=O)N2CCC(C)CC2)nnc1-c1ccc(S(=O)(=O)N2CCN(C)CC2)cc1	-15	102	-2	-25	0.7	-3	-27	-2	-7
28	Cc1c(NC(=O)c2c(F)c(F)c(F)c(F)c2F)c(=O)n(-c2ccccc2)n1C	3	99	1	-14	1.6	-2	9	0	2
29	O=C(/C=C/c1ccc(F)cc1)NCCCn1ccnc1	9	98	1	-12	2.1	-2	-2	-1	1
30	COc1ccc(CCNC(=O)C(=O)NCC2CCCO2)cc1 (configuration not stated)	5	97	-2	3	-4.0	6	17	1	-2
31	COc1ccc(Cc2nc3ccc(C(=O)N4CCCC4)cc3o2)cc1	3	111	-2	0	2.5	-3	-13	1	-15
32	COc1ccc(NC(=O)COC(=O)c2cc3c(s2)CCC3)cc1	6	100	·	·	0.4	0	-12	·	·
33	CNc1oc(-c2ccc(OCc3ccccc3)cc2)nc1C#N	3	94	1	0	3.6	4	-4	0	4
34	CC(CCc1ccccc1)NC(=O)CN1CCN(c2ccccc2)CC1 (configuration not stated)	-27	96	0	-6	2.3	6	-28	0	-2
35	Brc1c(CSc2nncc3ccccc23)nc2ccccn12	-6	77	-1	-14	0.8	-1	-4	0	-4
36	Cc1csc(CNC(=O)CC2C(=O)NCCN2Cc2ccc(F)cc2Cl)n1 (configuration not stated)	-2	98	-4	4	-2.5	-5	14	1	1
37	O=C(Nc1cccc(S(=O)(=O)C(F)F)c1)c1ccc(S(=O)(=O)N2CCCCC2)cc1	1	94	2	6	1.4	0	1	3	7
38	Cn1c2ccc(Cl)cc2c2nc3ccccc3nc21	-12	93	-1	11	1.7	0	-4	4	8
39	CC(NC(=O)CNC(=S)N(Cc1ccccc1)Cc1cccnc1)c1ccccc1 (configuration not stated)	-1	100	2	1	0.4	2	5	0	1
40	Cc1ccc(C(=O)COC(=O)CCCC(=O)NC2CCCCC2)cc1[N+](=O)[O-]	30	102	-3	8	0.3	-3	7	-28	2

2 records picked at random from those above, as already listed:
cpd	Compound	JMJD2C inh	Yeast superoxide	TPT1 inhibitor	EBNA-1 inhibitor	PP5 primary	PP1 counter	ZTA counter	Fh CTSL1 inh	core dimer inh
30	COc1ccc(CCNC(=O)C(=O)NCC2CCCO2)cc1 (configuration not stated)	5	97	-2	3	-4.0	6	17	1	-2
37	O=C(Nc1cccc(S(=O)(=O)C(F)F)c1)c1ccc(S(=O)(=O)N2CCCCC2)cc1	1	94	2	6	1.4	0	1	3	7

(next part)
Values run as follows: JMJD2C inh	Yeast superoxide	TPT1 inhibitor	EBNA-1 inhibitor	PP5 primary	PP1 counter	ZTA counter	Fh CTSL1 inh	core dimer inh
#41 Cn1cccc1Cc1nnc(SCC(=O)Nc2ccc(F)cc2)n1-c1ccc(F)cc1
  3&1	103	0	-2	3.9	-5	8	-3	1
#42 CCNC(=S)NCc1ccc2[nH]c(C)cc2c1
  9	109	-1	-7	3.6	-5	18	1	-12
#43 COc1ccc(NC(=O)c2ccc([N+](=O)[O-])o2)cc1
  2	111	-4	3	2.2	0	-7	11	-9
#44 O=C(O)c1ccccc1-c1ccccc1C(=O)Nc1ccc2c(c1)[nH]c(=O)c1ccccc12
  6	93	0	-5	2.5	15*	3	3	10
#45 O=C(Cn1cnc2ccccc2c1=O)c1ccc(OC(F)F)cc1
  -8	96	-3	-8	0.8	5	-5	-3	-10
#46 CN1c2cccc3cccc(c23)N(C)C1c1cccs1
  -7	97	-9	-12	1.6	2	1	3	-13
#47 CCCc1nnc(NC(=O)CSc2ncn[nH]2)s1
  8	96	2	-2	2.2	-1	0	-2	0
#48 COc1cc(C(=O)Nc2ccc3nc4n(c(=O)c3c2)CCCCC4)cc(OC)c1OC
  41	111	1	12	-1.0	-3	-5	-3	5
#49 NC(=O)NC(=O)C(OC(=O)CCNS(=O)(=O)c1ccccc1)c1ccccc1 (configuration not stated)
  -5	105	1	0	1.0	-2	5	-26	-3
#50 CCCN(CCC)CCCNC(=O)CN1C(=O)CSc2ccc(S(=O)(=O)N3CCOCC3)cc21
  9	105	2	-3	0.0	5	3	8	-2
#51 N#Cc1c(OCC(=O)c2ccccc2)nc2c(c1-c1ccco1)CCc1ccccc1-2
  -9	77	2	14	-1.3	2	-2	-3	21
#52 COc1cccc(NC(=O)CN2C(=O)CSc3ccc(S(=O)(=O)N4CCC(C)CC4)cc32)c1
  4	102	1	-20	4.1	2	-16	0	0
#53 COCCn1c(SCC(=O)N2CCc3ccccc32)nc2c(c1=O)SC(C)C2 (configuration not stated)
  -11	95	-3	11	-1.2	-1	2	4	-5
#54 Cc1cc(C(=O)C(C)OC(=O)C2=NNC(=O)CC2)c(C)n1-c1ccc(OC(F)F)cc1 (configuration not stated)
  5	102	0	-19	1.2	-2	-4	-16	12
#55 COc1ccc(-c2csc(N3CCC(c4ccccc4)C3)n2)cc1 (configuration not stated)
  -6	114	2	8	-0.3	1	14	0	4
#56 Cc1ccc2c(c1)cc(CN(CCc1ccccc1)C(=O)N1CCOCC1)c1nnnn12
  2	87	-5	14	0.8	-1	21	-2	13
#57 O=C(CN(C1CCCCC1)S(=O)(=O)c1ccc(F)cc1)NCCCO
  ?	114	3	5	1.1	-7	0	-3	-5
#58 O=S(=O)(NCc1nc2ccccc2[nH]1)c1ccccc1
  -1	101	0	-3	0.6	-4	1	-1	0
#59 Cn1c(=O)c(=O)n(C)c2cc(N3CCOCC3)c(NS(=O)(=O)c3ccc(Br)cc3)cc21
  5	89	0	-9	-0.3	-4	14	0	7
#60 CCOC(=O)NC(=S)Nc1ccc(C(C)(C)C)cc1
  11	89	1	-6	1.6	6	3	1	0
#61 Cc1cc(C(=O)COC(=O)c2n[nH]c3ccccc23)c(C)n1CC1CCCO1 (configuration not stated)
  -5	93	-5	-3	0.4	2	6	0	4
#62 CCN(CC(=O)Nc1c(F)cccc1F)C(=O)c1cn2ccccc2n1
  -7	71	·	·	-0.4	-4	12	·	·
#63 Cc1nc(SCC(=O)N2CCc3ccccc3C2)c2c(C)c(C)sc2n1
  -11	95	2	-8	4.0	-9	3	-3	2
